TRPC6 inhibitor: mouse TRPC6 channel inhibition | Q61143 | HEK293-TRPC6, membrane potential dye, ACh-evoked depolarization; hits give low values | B-score at 10 µM | 310,000 tested, 1.1% active;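 active = B-score under library mean minus 3 SD, initial fluorescence not abnormally high, positive integrated signal ratio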;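 also: B-score derived from integrated fluorescence ratio over the kinetic read; more negative B-score means stronger inhibition of depolarization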
Target sequence (Q61143 whole entry, looked up): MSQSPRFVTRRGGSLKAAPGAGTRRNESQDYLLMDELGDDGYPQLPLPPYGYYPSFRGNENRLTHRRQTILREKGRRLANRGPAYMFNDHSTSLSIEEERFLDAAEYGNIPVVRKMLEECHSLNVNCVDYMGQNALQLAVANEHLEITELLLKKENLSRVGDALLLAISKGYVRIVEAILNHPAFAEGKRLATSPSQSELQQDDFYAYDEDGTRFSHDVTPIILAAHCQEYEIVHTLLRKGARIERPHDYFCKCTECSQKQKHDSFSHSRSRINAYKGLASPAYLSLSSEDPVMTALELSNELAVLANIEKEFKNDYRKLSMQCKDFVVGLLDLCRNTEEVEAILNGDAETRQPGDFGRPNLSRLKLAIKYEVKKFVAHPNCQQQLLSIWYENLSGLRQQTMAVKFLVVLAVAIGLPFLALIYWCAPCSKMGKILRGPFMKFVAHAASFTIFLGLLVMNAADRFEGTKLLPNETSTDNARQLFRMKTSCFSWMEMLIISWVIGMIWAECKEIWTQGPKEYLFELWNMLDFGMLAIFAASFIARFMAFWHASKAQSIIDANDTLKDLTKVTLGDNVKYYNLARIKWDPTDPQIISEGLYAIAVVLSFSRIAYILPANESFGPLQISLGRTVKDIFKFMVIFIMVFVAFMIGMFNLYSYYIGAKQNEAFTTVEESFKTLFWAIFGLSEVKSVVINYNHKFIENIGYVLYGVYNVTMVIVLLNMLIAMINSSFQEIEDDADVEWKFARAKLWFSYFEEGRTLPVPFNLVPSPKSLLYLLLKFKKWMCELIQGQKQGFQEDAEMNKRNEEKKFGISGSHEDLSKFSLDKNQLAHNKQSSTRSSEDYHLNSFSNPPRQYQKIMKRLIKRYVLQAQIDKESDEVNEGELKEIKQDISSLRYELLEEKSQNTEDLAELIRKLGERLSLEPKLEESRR
MrgX1 antagonist: blocks BAM8-22 activation of human MrgX1 receptor | MRGX1-HEK293 calcium flux, Fluo-4, BAM8-22 antagonism; hits give low values | AID 588676 | 310,000 tested, 1.3% active | Q96LB2 | B-score at 10 µM;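 active = calcium-response B-score plate-corrected more than 3 library SD below zero, starting fluorescence within 5 deviations, no agonist response on first addition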;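 also: peak minus trough fluorescence over baseline after final BAM8-22 challenge near maximal dose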
TRPC4 block: blocks the mouse TRPC4 cation channel; HEK293 TRPC4beta/mu-opioid, DAMGO-evoked Fluo4 calcium flux; hits give low values; B-score at 10 µM; 300,000 tested, 0.39% active; Q9QUQ5;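 active = B-score over 3 SD under the library average, no early fluorescence shift, positive overall ratio signal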
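Assay system: TRPC4beta/mu-opioid receptor HEK293 cell line; compound dosing: single concentration per test compound; detection: Fluo4 Ca2+ flux fluorescence; evaluation: per-well B score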
MrgX1 PAM: human MrgX1 positive allosteric modulation, primary screen | Q96LB2 | MrgX1-HEK293, Fluo-4 calcium flux, FDSS; hits give high values | AID 588675 | 310,000 tested, 0.63% active | B-score at 10 µM;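 active = plate-corrected calcium response at least 3 library SD above typical, normal starting fluorescence, not activating the receptor alone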;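 also: compound read alongside a low EC10 to EC30 dose of BAM8-22 agonist; peak minus trough fluorescence over baseline measured at the second addition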
Platelet DG rel: platelet dense granule release activity | 300,000 tested, 0.22% active | inhibition, %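 (compounds screened at 7.5 µM in platelet-rich plasma)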 | human platelet-rich plasma, SFLLRN dense granule ATP release, luminescence | AID 1663;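 active = mean replicate score, as percent of positive control, at or above 50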
RGS4 block: inhibitors of human RGS4; B-score at 10 µM; P49798; 310,000 tested, 0.45% active; HEK293 M3R/RGS4 inducible, Fluo-4 calcium flux; hits give high values; triggered by carbachol at its EC20;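 active = B-score, a plate-corrected calcium signal, over three deviations above library mean, with baseline fluorescence within five deviations of library mean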;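 also: RGS4 expression induced by doxycycline in cells with stable M3 receptor; B-score is computed from the integrated fluorescence ratio over baseline after carbachol; higher B-score means a larger calcium signal and so more RGS4 inhibition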
MrgX1 ag: human MrgX1 receptor agonism, primary screen; Q96LB2; MrgX1-HEK293 cells, Fluo-4 calcium fluorescence, agonist mode; hits give high values; B-score at 10 µM; 310,000 tested, 0.44% active; AID 588627;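 active = calcium response B-score plate-corrected fluorescence ratio at least 3 library SD, with starting fluorescence B-score inside 5 SD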
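Test system: HEK293 cells stably expressing human MrgX1 receptor; amount: 15,000 cells per well; doses: compound delivered in addition one of three; times: overnight plating before 1 h dye loading; detection: Fluo-4 NW calcium-flux fluorescence, kinetic read; read-out basis: B-scored fluorescence response ratio; controls: positive and negative controls per plate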
SKKanGAS inh: inhibitors of SKKanGAS S. pyogenes growth in kanamycin (SK-promoter or general growth effect); BacTiter-Glo, 6 h; inhibition, % at 7.5 µM; 300,000 tested, 1.3% active;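 active = mean replicate score, as percent of positive control median, at least 50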;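 also: strain carries kanamycin resistance gene driven by streptokinase promoter and grows in 40 µg/ml kanamycin; loss of luminescence reflects streptokinase promoter inhibition or plain growth inhibition; 0% = median of DMSO wells and 100% = positive control at its reference dose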
TRPC6 activator: activates the mouse TRPC6 cation channel; Q61143; HEK293-TRPC6 membrane potential dye fluorescence; hits give high values; B-score at 10 µM; 310,000 tested, 0.13% active; AID 2550;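 active = B-score of the integrated fluorescence ratio above library mean plus 3 SD, and starting fluorescence ratio within library mean plus 5 SD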;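 also: higher score means more depolarization so channel activation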
HIF act: HIF pathway transcriptional activation; U2OS HRE-luciferase reporter, luminescence; normalized: DMSO 0%, desferrioxamine 100%; activation, % at 7.5 µM (by protocol); 300,000 tested, 0.32% active; AID 1910;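 active = mean activation of at least 10% of the iron chelator positive control signal, with at least half of replicates also reaching 10%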
RGS4 pot: potentiators or activators of RGS4 | HEK293 M3R/inducible RGS4, carbachol calcium flux Fluo4; hits give low values | B-score at 10 µM | 310,000 tested, 0.92% active;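 active = B-score of the integrated calcium signal more than 4 SD below the library mean, with starting fluorescence not abnormally high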;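 also: negative B-score means reduced calcium response which marks RGS4 activation or potentiation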
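Assay system: HEK293 FlpIn-TREx cells, stable M3R, doxycycline-inducible RGS4 / Probe or stimulus: carbachol, ECmax concentration / Times: overnight RGS4 induction, 30 min dye load 37 °C, 20 min compound RT / Signal: kinetic calcium fluorescence imaging with Fluo4-AM dye, 2 µM / Measure: Agonist-evoked peak-minus-minimum fluorescence over baseline, integrated ratio, B score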
Active calls of the source: *; i = inactive; x = no result given.

SMILES,TRPC6 inhibitor,MrgX1 antagonist,TRPC4 block,MrgX1 PAM,Platelet DG rel,RGS4 block,MrgX1 ag,SKKanGAS inh,TRPC6 activator,HIF act,RGS4 pot
O=C(CCCc1c[nH]c2ccccc12)NCc1ccccc1F,i,i,i,i,20,i,i,-3,i,0.1,i
Cc1cccc(Oc2nc(-c3ccccc3)cc(C)c2S(C)(=O)=O)c1C,i,i,i,i,-4,i,i,-4,i,-0.3,i
CSc1nc(C)cc(Oc2ccc(OCC(N)=O)nn2)n1,i,i,i,i,-2,i,i,-2,i,-0.4,i
COc1ccc(-c2[nH]ncc2CNC(C)c2ccccc2Cl)cc1F (centres undefined),i,i,i,i,-5,i,i,-15,i,x,i
NC(=O)c1cccnc1,i,i,i,i,-8,i,i,1,i,0.4,i
CCc1c(C)nc(SCCOc2ccc(OC(C)C)cc2)[nH]c1=O,i,i,i,i,0,i,i,5,i,-0.4,i
Cc1cc(C)c2cc3c(N)c(C(=O)Nc4c(C)[nH]c(=O)[nH]c4=O)sc3nc2c1,i,i,i,i,1,i,i,3,i,-4.0,i
CCOc1ccccc1OCCC(=O)Nc1ccc(F)c(Cl)c1,i,i,i,i,-5,i,i,-2,i,-0.1,i
CCN(CC)C(=O)COc1ccc(S(=O)(=O)N2CCCC2)cc1,i,i,i,i,1,i,i,-1,i,0.1,i
Cc1ccc(NC(=O)NNC(=O)CN2C(=O)COc3ccccc32)cc1,i,i,i,i,-1,i,i,25,i,0.0,i
CC(=O)Nc1ccc(S(=O)(=O)NC(C(=O)O)C(C)O)cc1 (centres undefined),i,i,i,i,7,i,i,3,i,-0.7,i
CCOC(=O)C(C)n1ncn2cccc2c1=O (centres undefined),i,i,i,i,-8,i,i,-15,i,-0.4,i
O=C(Cn1cc2c(n1)CCCC2)N1CCc2ccccc21,i,-7.1*,i,i,7,i,i,-4,i,0.2,i
CC(C)c1ccccc1NC(=S)NCC1(N(C)C)CCCCC1,i,i,i,i,-8,i,i,0,i,-0.7,i
CCc1c(C)sc(NC(=O)/C=C/C(=O)O)c1C(N)=O,i,i,i,i,15,i,i,2,i,-1.7,i
CCC(C)NC(=O)c1cc(Cl)ccc1OC (centres undefined),i,i,i,i,1,i,i,2,i,-0.4,i
COc1cccc(C2=NN(C(=O)c3ccccc3)C(O)(C(F)(F)F)C2)c1 (centres undefined),i,i,i,i,-1,i,i,8,i,0.2,i
O=C(NC(=O)c1ccc(Cl)c(Cl)c1)OC1CCS(=O)(=O)C1 (centres undefined),i,i,i,i,2,i,i,6,i,-0.1,i
OCCN(CCCn1c(-c2ccncc2)nc2ccccc21)c1nc(CN2CCCCC2)cs1,i,i,i,i,-2,i,i,3,i,0.1,i
Cn1nc(C(F)(F)F)c(C(=O)Nc2ccc(F)cc2F)c1Sc1cccc(Cl)c1,i,i,i,i,13,i,i,15,i,-0.3,i
COC(=O)c1sc(NC(=S)NNC(=O)c2c(Br)c(C)nn2C)c(C(=O)OC)c1C,i,-5.1*,i,i,-1,i,i,22,i,-0.5,i
Cc1oc2c(C)c3oc(=O)c(CCC(=O)N4C[C@H]5C[C@@H](C4)c4cccc(=O)n4C5)c(C)c3cc2c1C,i,i,i,i,9,i,i,-3,i,-0.7,i
Nc1cc[n+](CC(=O)c2ccccc2)cc1,i,i,i,i,-4,i,i,0,i,1.5,i
CCOCCCNC(=O)c1c(-c2ccccc2)noc1C,i,i,i,i,-1,i,i,1,i,-0.1,i
COc1ccc(NC(=O)c2sc3nc(N4CCOCC4)c4c(c3c2N)CC(C(C)C)OC4)c(OC)c1 (centres undefined),i,i,i,i,-1,i,i,7,i,0.1,i
CCN(CC)S(=O)(=O)c1ccc(-c2nnc(SCC(C)=O)o2)cc1,i,i,i,i,2,i,i,2,i,-0.9,i
O=C(CSc1nc2ccsc2c(=O)n1Cc1ccccc1)NCC1CCCO1 (centres undefined),i,i,i,i,2,i,i,-1,i,-0.2,i
CC(=O)OCCNC(=O)c1cccnc1,i,i,i,i,8,i,i,-2,i,-0.5,i
COc1ccc(/C=C2\SC(=O)N=C2N)cc1,i,i,i,i,11,i,i,0,i,0.4,i
O=C(O)/C=C/C(=O)Nc1cc(F)ccc1F,i,i,i,i,-2,i,i,-1,i,-0.1,i
NNC(=O)c1cc(C23CC4CC(CC(C4)C2)C3)nc2ccccc12,i,i,i,i,-2,i,i,6,i,-0.8,i
COc1ccc(C(=O)NCCNc2ccc([N+](=O)[O-])cc2)cc1,i,i,i,i,-9,i,i,6,i,-0.8,i
O=S(=O)(NCCC1=CCCCC1)c1ccc(OC(F)(F)F)cc1,i,i,i,i,5,i,i,5,i,-0.3,i
CC(Cc1cccnc1)NC(=O)c1cc(COc2ccc(F)cc2F)on1 (centres undefined),i,i,i,i,-5,i,i,40,i,0.0,i
COc1ccc(NC2CC(=O)N(c3ccc(C(=O)O)cc3)C2=O)cc1 (centres undefined),i,i,i,i,1,i,i,-8,i,-0.1,i
COc1ccc2c(c1)c(C(=O)CN1CCC(C(N)=O)CC1)c(C)n2C,i,i,i,i,5,i,i,4,i,0.5,i
CCOC(=O)c1c(C)nc(SC)c(C#N)c1-c1ccccc1,i,i,i,i,-1,i,i,3,i,-0.3,i
CC(C)(C)NC(=O)CSc1nc(O)cc(=O)n1-c1ccccc1F,i,i,i,i,2,i,i,13,i,-0.3,i
COc1ccccc1NC(=O)CC1S/C(=N/N=C(\C)C2CCCCC2)NC1=O (centres undefined),i,i,i,i,14,i,i,25,i,-0.7,i
CC(NCC(O)COCc1cccs1)C1CC2CCC1C2 (centres undefined),i,i,i,i,0,i,i,8,i,-0.5,i
COc1ccc(NC(=O)CS(=O)CC(=O)Nc2cc(Cl)ccc2OC)cc1 (centres undefined),i,i,i,i,-8,i,i,-5,i,0.1,i
CCN(CC(=O)NCc1ccc(Cl)cc1)C(=O)/C=C/c1ccc(C#N)cc1,i,i,i,i,-4,i,i,8,i,-0.4,i
CC(Sc1nnc2ccccn12)C(=O)N1CCc2ccccc2C1 (centres undefined),i,i,i,i,3,i,i,-3,i,1.3,i
O=C(N/C(=C\c1ccc(Cl)cc1)C(=O)N1CCCCC1)c1ccco1,i,i,i,i,2,i,i,-2,i,-0.4,i
Cc1ccc(S(=O)(=O)NC(C(=O)N2CCOCCOCCOCCOCC2)c2ccccc2)cc1 (centres undefined),i,i,i,i,2,i,i,-1,i,0.2,i
Cc1cccc(NC(=O)Nc2ccc(Br)cc2)n1,i,i,i,i,-1,i,i,-1,i,2.1,i
O=C(NCCCN1CCOCC1)c1sc2ccccc2c1Cl,i,i,i,i,4,i,i,1,i,0.8,i
CCn1c(C)cc(=S)c2ccccc21,i,i,i,i,0,i,i,7,i,-0.9,i
Cc1ccc(C(=O)C(C)OC(=O)CCN2C(=O)C3C4C=CC(C5CC45)C3C2=O)cc1 (centres undefined),i,i,i,i,2,i,i,0,i,-0.1,i
CCOC(=O)C1=C(c2ccccc2)NC(N)=NC1c1ccc(OCc2ccc(Cl)cc2)c(OC)c1 (centres undefined),i,i,i,i,38,8.9*,i,31,i,1.2,i

Following part:
SMILES,TRPC6 inhibitor,MrgX1 antagonist,TRPC4 block,MrgX1 PAM,Platelet DG rel,RGS4 block,MrgX1 ag,SKKanGAS inh,TRPC6 activator,HIF act,RGS4 pot
Cc1csc(SCC(=O)N(C)CC(=O)Nc2ccc(F)cc2)n1,i,i,i,i,-2,i,i,-4,i,-0.5,i
CC(=O)Nc1cc(C(=O)N2CCCC2)ccc1S(=O)(=O)c1ccc(C)cc1,i,i,i,i,6,i,i,-9,i,-0.3,i
CCOP(=O)(OCC)c1nc(-c2ccccc2Cl)oc1N1CCOCC1,i,i,i,i,-3,i,i,-11,i,-0.1,i
COc1cc(C2C(C#N)=C(N)Oc3n[nH]c(-c4ccccn4)c32)cc(OC)c1OC (centres undefined),i,i,i,i,0,i,i,-6,i,0.1,i
Cc1ccccc1NC(=O)C1C2CCCCC21 (centres undefined),i,i,i,i,11,i,i,-17,i,1.9,i
Cn1c(N)c(S(=O)(=O)N2CCN(c3ccccc3Cl)CC2)c(=O)n(C)c1=O,i,i,i,i,-18,i,i,-11,i,0.0,i
CC(C)C(C)NC(=O)COc1ccc([N+](=O)[O-])cc1Cl (centres undefined),i,i,i,i,2,i,i,3,i,-0.2,i
Cc1ccc(OCC(O)Cn2nc(C)cc2C)cc1 (centres undefined),i,i,i,i,-1,i,i,-7,i,-0.3,i
CCNc1ccc(S(=O)(=O)N(C)C)cc1NCC(=O)Nc1c(F)cccc1F,i,i,i,i,-11,i,i,-9,i,0.4,i
CCCOc1ccc(Br)cc1CSC(=N)N,i,-4.6*,i,i,-2,i,i,-8,i,0.0,i
Cc1ccc(N2C(=O)N(Cc3ccccc3C)c3ccccc3S2(=O)=O)cc1,i,i,i,i,-4,i,i,5,i,-0.1,i
O=C(NNS(=O)(=O)c1ccc([N+](=O)[O-])cc1)c1ccncc1,i,i,i,i,-2,i,i,1,i,0.7,i
CCOc1ccc(OCCNCc2ccc(OC(C)C(=O)N(C)C)c(OCC)c2)cc1 (centres undefined),i,i,i,i,-1,i,i,-1,i,-17,i
COC(=O)CS(=O)(=O)c1ccsc1C(=O)Nc1ccc(F)c(F)c1,i,i,i,i,3,i,i,14,i,-0.7,i
O=C(CN1CCN(c2ccc(F)cc2)CC1)Nc1ccc(S(=O)(=O)N2CCOCC2)cc1,i,i,i,i,-2,i,i,0,i,-0.2,i
Cc1ccc(-c2nc(N3CCOCC3)sc2C(=O)N2CCCCC2)cc1,i,i,i,i,-19,i,i,-16,i,-0.3,i
Nc1nc(SCC(=O)N2CCCC2)[nH]c(=O)c1NC(=O)c1cccs1,i,i,i,i,-6,i,i,-19,i,2.3,i

Screening data from PubChem BioAssay.
